Bioassay records as filed in PubChem.
GSTO1 counter: blocks human GSTO1 in RBBP9 counter-screen. AID 1974. 1.1% of 300,000 active. inhibition, % at 5.96 µM. recombinant GSTO1, activity-based probe fluorescence polarization. P78417;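 active = inhibition above the campaign mean inhibition plus 3 SD, cut at about 35% in these data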;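 also: 0% = GSTO1-1 with DMSO and 100% = wells lacking GSTO1-1 enzyme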
Target sequence (P78417 whole entry, looked up): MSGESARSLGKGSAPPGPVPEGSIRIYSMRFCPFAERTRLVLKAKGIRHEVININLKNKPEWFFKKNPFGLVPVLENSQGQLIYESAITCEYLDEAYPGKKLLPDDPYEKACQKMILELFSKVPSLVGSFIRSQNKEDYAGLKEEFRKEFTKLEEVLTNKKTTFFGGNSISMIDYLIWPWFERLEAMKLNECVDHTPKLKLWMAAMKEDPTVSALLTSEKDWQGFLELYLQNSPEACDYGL
PREPL inh: human PREPL enzyme inhibition; Q4J6C6; recombinant PREPL, fluorescence polarization activity-based probe; inhibition, % at 5.96 µM; 0.68% of 320,000 active; AID 2751; in the data active = inhibition above about 43%;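 also: 0% = enzyme with DMSO and 100% = wells lacking enzyme; many of its hits are not listed in these tables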
Target sequence (Q4J6C6 whole entry, looked up): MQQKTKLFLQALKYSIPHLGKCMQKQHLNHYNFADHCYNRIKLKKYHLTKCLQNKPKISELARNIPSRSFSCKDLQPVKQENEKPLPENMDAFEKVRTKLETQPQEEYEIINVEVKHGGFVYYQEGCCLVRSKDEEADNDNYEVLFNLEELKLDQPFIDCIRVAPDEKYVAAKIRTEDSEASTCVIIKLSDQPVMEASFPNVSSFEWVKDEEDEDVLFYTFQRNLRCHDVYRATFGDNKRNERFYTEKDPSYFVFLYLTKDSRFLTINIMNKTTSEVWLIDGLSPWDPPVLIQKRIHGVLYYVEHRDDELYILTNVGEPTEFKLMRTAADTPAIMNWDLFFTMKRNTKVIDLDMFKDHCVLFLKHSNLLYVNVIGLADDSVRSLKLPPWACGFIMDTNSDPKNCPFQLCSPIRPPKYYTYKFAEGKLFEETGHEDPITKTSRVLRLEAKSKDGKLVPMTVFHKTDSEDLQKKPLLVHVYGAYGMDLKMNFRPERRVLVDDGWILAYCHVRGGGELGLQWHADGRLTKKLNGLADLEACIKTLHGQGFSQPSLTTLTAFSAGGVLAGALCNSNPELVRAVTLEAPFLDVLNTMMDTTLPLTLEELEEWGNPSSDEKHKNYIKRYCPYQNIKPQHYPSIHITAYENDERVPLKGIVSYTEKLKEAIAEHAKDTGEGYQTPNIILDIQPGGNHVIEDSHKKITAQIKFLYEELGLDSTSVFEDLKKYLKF
pPAFAH FP inh: inhibitors of human plasma PAF acetylhydrolase (pPAFAH); Q13093; recombinant pPAFAH, FP-rhodamine probe fluorescence polarization; inhibition, % at 3.39 µM; 1.5% of 330,000 active;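 active = inhibition above the mean inhibition across the screen plus 3 SD, cut at about 25% in these data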;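 also: inhibitors block binding of the rhodamine activity-based probe so polarization drops; 0% = enzyme with DMSO and 100% = wells lacking pPAFAH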
LYPLA1 inh: counter-screen for PME1 inhibitors: inhibitors of human LYPLA1; inhibition, % at 5.9 µM; O75608; recombinant LYPLA1, FP-Rh probe fluorescence polarization; 0.16% of 320,000 active;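 active = inhibition above the mean of all tested compounds plus 3 SD, set per campaign, cut at about 14% in these data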;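 also: inhibitors block serine hydrolase probe labeling of LYPLA1 so polarization falls; 0% = enzyme with DMSO and 100% = wells lacking LYPLA1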
LYPLA2 counter: blocks human lysophospholipase 2, a PME1 counter-screen; O95372; recombinant LYPLA2, FP-Rh probe fluorescence polarization; inhibition, % at 5.9 µM; 0.38% of 320,000 active;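 active = inhibition above the screen-wide mean plus 3 SD, limit set per campaign, cut at about 26% in these data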;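 also: 0% = LYPLA2 with DMSO and 100% = wells lacking LYPLA2 enzyme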
PAFAH2 FP inh: PAFAH2 (human) inhibition. inhibition, % at 3.39 µM. AID 492956. recombinant PAFAH2, FP-rhodamine activity probe, fluorescence polarization. 0.99% of 340,000 active;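 active = inhibition above the mean over all tested compounds plus 3 SD, cut at about 30% in these data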;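 also: inhibitors block probe labeling of enzyme so polarization drops; 0% = enzyme with DMSO and 100% = wells lacking PAFAH2 protein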
PAFAH1B3 FP inh: blocks human PAF acetylhydrolase 1B catalytic subunit 3 | AID 492972 | Q15102 | inhibition, % at 3.39 µM | recombinant PAFAH1B3, FP-rhodamine probe, fluorescence polarization | 0.28% of 340,000 active;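 active = inhibition above the screen-wide average of all tested compounds plus 3 SD, cut at about 25% in these data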;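 also: 0% = enzyme with DMSO only and 100% = wells lacking PAFAH1B3 protein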
PAFAH1B2 inh: inhibitors of human PAFAH1B2; recombinant PAFAH1B2, FP-rhodamine activity probe, fluorescence polarization; P68402; inhibition, % at 3.39 µM; 1.2% of 340,000 active;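 active = inhibition above the mean of all tested compounds plus 3 SD, cut at about 24% in these data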;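 also: 0% = enzyme with DMSO and 100% = wells lacking PAFAH1B2; many of its hits are not listed in these tables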
PAD4 inh: inhibitors of human PAD4; inhibition, % at 6.36 µM; recombinant PAD4, RCA probe fluorescence polarization; Q9UM07; 0.41% of 330,000 active; AID 485272;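 active = percent inhibition above a cutoff equal to the mean of all tested compounds plus 3 SD, cut at about 15% in these data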;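 also: 0% = PAD4 with RCA probe and DMSO and 100% = probe without PAD4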
* = called active by the depositor; x = no result given. An excerpt; count on the stated rates, not on these rows.

SMILES	GSTO1 counter	PREPL inh	pPAFAH FP inh	LYPLA1 inh	LYPLA2 counter	PAFAH2 FP inh	PAFAH1B3 FP inh	PAFAH1B2 inh	PAD4 inh
C/C(=N\NC(=O)c1cc(-c2ccccn2)nc2ccccc12)c1cccc([N+](=O)[O-])c1	7	11	-1	0	-2	4	6	-2	3
COc1ccc(NC(=O)/C=C/C(=O)O)c([N+](=O)[O-])c1	7	21	-5	0	3	-1	6	9	-5
CCOC(=O)c1sc(-c2ccccc2)cc1NC(=O)CSc1nnnn1C	-23	11	3	-6	-3	-6	-2	-3	-6
Cc1nc([N+](=O)[O-])cn1Cc1cccc2ccccc12	2	23	4	3	12	-1	10	-1	-1
COc1ccc(CC(=O)N(Cc2cc3cc(OC)ccc3[nH]c2=O)C(C)C)cc1	2	4	1	2	5	3	-3	3	0
Cc1cc(C)c2oc(C(=O)N(Cc3ccccc3)c3ccccn3)cc(=O)c2c1	-9	-5	-3	-4	3	6	6	7	0
CCOC(=O)C1CCN(C/C=C/c2ccccc2[N+](=O)[O-])CC1	1	5	0	5	7	-11	14	2	-2
CCOc1ccc(N2CC(C(=O)NCCc3c[nH]c4ccc(C)cc34)CC2=O)cc1 (configuration not stated)	-6	3	12	-3	6	-5	-4	2	-1
NC(=O)c1cc(-c2ccccc2)sc1NC(=O)CN1CCCCC1	-2	14	10	-2	-13	4	2	-1	-6
Cc1cc(C)c(S(=O)(=O)c2ccccc2C)c(N(C)C)n1	1	-10	4	1	3	5	2	2	1
COc1ccc(NC(=O)CN(C)C(=O)Cc2ccc(S(=O)(=O)N3CCOCC3)s2)cc1	-1	16	7	-1	-4	-1	1	-2	-2
O=C(O)CCCC(=O)NCCc1ccncc1	-4	1	2	0	2	1	1	2	1
O=C(c1nc2n(n1)C(c1ccc(Cl)cc1)C=C(c1ccccc1)N2)N1CCOCC1 (configuration not stated)	6	5	-5	-5	-4	3	5	-1	4
Cc1nonc1CC(=O)NC1CC(C)(C)Cc2c1cnn2-c1ccc(F)cc1 (configuration not stated)	-8	0	8	-4	-7	-4	2	-5	-5
Cc1occc1C(=O)N/N=C/c1sc(N2CCOCC2)nc1-c1ccccc1	6	11	7	2	-3	-2	5	-5	1
C[C@H](O)[C@H](O)[C@H]1CNc2nc(N)[nH]c(=O)c2N1	9	4	1	2	1	-2	-3	-6	-1
CCN(C(=O)CSc1nc(N)cc(=O)[nH]1)c1c(N)n(Cc2ccccc2)c(=O)[nH]c1=O	3	1	8	3	4	-2	3	-3	-1
COC(=O)c1ccc(COc2ccc(C)c(C)c2)o1	-3	0	4	-5	-9	-6	5	4	-3
CCOc1ccc(OCC)c(NC(=O)CCNS(=O)(=O)c2cc(Br)cnc2N)c1	5	2	8	-1	3	-5	-4	6	-4
O=C(N/N=C/c1c[nH]c2ccc(Br)cc12)c1ccncc1	1	7	1	12	-3	8	8	5	-6
CCOc1ccc(CC(=O)NC2CCN(Cc3ccccc3)CC2)cc1	6	18	-3	-1	5	3	5	0	2
O=C(c1ccccc1)N1CCC(c2nc(-c3ccc(S(=O)(=O)NCC4CCCO4)cc3)no2)CC1 (configuration not stated)	4	9	-1	-1	3	0	-3	-8	-2
CC(C)[C@H](NC(=O)OCc1ccccc1)C(=O)OCC(=O)NC1(C#N)CCCC1	1	3	-2	2	6	-5	3	0	1
CCn1c(CNC(=O)C2CCCCC2)cc2ccccc21	1	0	3	-5	-8	1	0	5	1
COC(=O)[C@]1(Cc2ccccc2)N[C@H](CN(C)S(=O)(=O)c2ccc(-c3ccccc3)cc2)[C@@H]2C(=O)N(C)C(=O)[C@@H]21	x	-40	1	x	x	10	7	5	-1
Following part.
SMILES	GSTO1 counter	PREPL inh	pPAFAH FP inh	LYPLA1 inh	LYPLA2 counter	PAFAH2 FP inh	PAFAH1B3 FP inh	PAFAH1B2 inh	PAD4 inh
Cc1ccc2nc(-c3cccnc3)cc(C(=O)Nc3ccccc3[N+](=O)[O-])c2c1	0	21	-1	-2	7	0	3	2	-5
Cc1cc(C)c(S(=O)(=O)Nc2ccccc2C(=O)OCC(=O)NCc2ccccc2)c(C)c1	-14	-3	3	-2	-3	12	-6	2	4
Cc1ccccc1NC(=O)OCCN1CCN(Cc2ccccc2)CCC1=O	0	18	-4	1	-1	-1	8	1	-2
CCCCOC(=O)Cc1c(O)c2ccccc2[nH]c1=O	5	-7	0	0	4	2	6	7	0
CCC(CC)COC(=O)C(C#N)c1nc2ccccc2nc1N1CCN(CC)CC1 (configuration not stated)	0	13	10	1	4	8	-5	-3	-5
Cc1nnc(N2CCCC(C(=O)NCc3ccccc3F)C2)c2nn(-c3ccccc3)c(C)c12 (configuration not stated)	1	13	1	0	-1	-3	2	4	-1
O=C(CN(Cc1ccco1)C(=O)CNS(=O)(=O)c1ccc(F)cc1)NCCc1ccccc1	4	-22	17	1	1	19	-2	0	2
O=C(Nc1ccccn1)c1ccc(C(=O)Nc2ccccn2)cc1	8	3	2	-3	5	-4	4	3	-1
Clc1ccccc1CN1CCN(c2ncccn2)CC1	-23	-3	-1	1	5	4	11	0	0
COc1cccc(CNC(=O)N2CCN(S(=O)(=O)c3ccc(C)cc3)CC2)c1	7	-1	-4	0	4	3	-2	10	-3
COc1ccc(C(NC(C)=O)c2ccc3cccnc3c2O)c(OC)c1 (configuration not stated)	7	13	5	6	5	9	9	1	-4
O=C(CCN1CCN(S(=O)(=O)c2ccc(F)cc2)CC1)Nc1ccccc1F	10	-30	0	3	2	-1	6	7	0
Cc1ccc(Cl)cc1NC(=O)C1CCCCC1C(=O)O (configuration not stated)	-2	-8	5	-1	4	3	2	1	-6
O=C(NC(=S)NNC(=O)c1cc2ccccc2cc1O)c1ccco1	15	2	39*	3	5	16	15	5	1
O=C1C=CC(=O)N1c1ccc(N2CCCCC2)cc1	8	1	17	-4	2	0	6	7	-12
COc1ccc(/C=C2\Oc3cc(OCC(=O)N4CCC[C@H]4C(=O)O)ccc3C2=O)cc1OC	-16	-3	1	3	6	0	10	-3	-4
O=[N+]([O-])c1ccc(NNC(=S)Nc2ccc(F)cc2)cc1	19	9	3	0	5	13	3	10	-2
Cc1ccc(Cl)c2c1=NC(=O)C=2c1[nH]c(=S)[nH]c1O	3	-1	2	0	5	-2	3	5	-8
COc1ccccc1NCCC(=O)OCC(=O)Nc1ccc(Cl)cn1	6	16	14	1	6	-1	4	0	5
O=C(COC(=O)C1CC2C=CC1C2)Nc1ccccc1F (configuration not stated)	6	-2	24	1	-2	34*	3	-1	-2
C[C@@H](NC(=O)c1nc[nH]c1C(=O)NCc1ccccc1)c1ccccc1	x	0	9	-1	-3	0	5	4	0
S=C(NCc1cccnc1)Nc1cccc2ccccc12	-5	-17	4	1	7	1	7	-4	-3
O=C(O)/C=C/C(=O)Nc1ccc(-n2ccc(C(F)(F)F)n2)cc1	5	-4	6	0	5	4	10	4	-2
Cc1cc(NC(=O)COC(=O)c2cccc(S(=O)(=O)N3CCOCC3)c2)no1	8	14	-3	1	-2	12	-1	7	-5
O=C(NCC1CCCO1)c1cccc(C(=O)NCC2CCCO2)c1 (configuration not stated)	0	-5	1	1	-3	2	3	1	-2
New compounds follow:
SMILES	GSTO1 counter	PREPL inh	pPAFAH FP inh	LYPLA1 inh	LYPLA2 counter	PAFAH2 FP inh	PAFAH1B3 FP inh	PAFAH1B2 inh	PAD4 inh
COc1cccc(Nc2nc(N)c([N+](=O)[O-])c(NCc3ccccc3)n2)c1	-21	14	7	-19	-35	-3	7	9	1
O=C(O)c1ccc(NC(CSCc2ccc(F)cc2)C(=O)O)c([N+](=O)[O-])c1 (configuration not stated)	-10	-7	-3	2	-4	8	6	1	-12
C[C@]12c3[nH]c4cc(-c5ccco5)ccc4c3CCN1C(=O)[C@@H](CC(=O)NCc1ccco1)C[C@@H]2C(=O)N1CCOCC1	x	x	9	x	x	-3	6	-7	3
O=C(c1cccs1)N(CC1CCCO1)c1nc(-c2ccccc2)cs1 (configuration not stated)	-8	1	5	-6	-5	-1	-1	5	-3
Cc1nc(SCC(=O)O)c(C#N)c2c1CCCC2	15	14	12	-1	4	4	3	9	1
Cc1onc(-c2ccccc2Cl)c1C(=O)Nc1ccc(OCC(=O)N2CCOCC2)cc1	8	-3	1	4	1	-2	5	-5	1
CCOCCCNC(=O)c1c[nH]c2ccc(S(=O)(=O)Nc3cccc(OC)c3)cc2c1=O	-11	5	9	-7	-3	3	7	1	-8
OCCCc1nc2ccccc2n1CCCCOc1ccccc1	3	-11	8	0	2	4	0	3	-1
NC(=O)c1ccc(NC(=O)CCCN2C(=O)NC3(CCCC3)C2=O)cc1	x	2	-4	-1	3	7	3	6	2
C=CCNc1ncnc2c1cnn2-c1ccc(C)cc1C	-1	4	0	2	1	1	6	6	2
CN(Cc1ccc(Cl)cc1)C(=O)c1cc(S(=O)(=O)N2CCOCC2)ccc1N1CCCC1	-2	18	4	1	1	9	-4	-3	-2
CCOc1ncc(S(=O)(=O)N2CCN(CC)CC2)cc1C(=O)O	-2	0	0	2	3	3	-2	6	-2
Cc1ccc(NS(=O)(=O)c2ccc(C(=O)NCc3cccnc3)cc2)cc1	9	11	27*	-1	-4	2	-2	-3	-2
O=C(N/N=C/c1ccccn1)C(O)c1ccccc1 (configuration not stated)	-4	7	5	4	0	7	5	4	-2
Cc1cccn2c(=O)c(C=C(C#N)C#N)c(N3CCN(c4cccc(Cl)c4)CC3)nc12	7	5	-1	-10	-10	-6	2	-9	-12
CC1CCCN(C(=O)COC(=O)C2CCN(S(=O)(=O)c3ccc(Cl)c(C(F)(F)F)c3)CC2)C1 (configuration not stated)	7	4	1	-2	-3	3	16	-2	-1
O=C(Oc1ccc(Oc2ccccc2)cc1)N1CCC(O)CC1	-3	1	94*	-2	0	26	1	-2	1
Cc1ccccc1/C=C/c1nc2ccccc2c(=O)n1CCc1ccccc1	4	-2	-4	-5	-4	3	2	4	-7
O=C(c1ccc(Cn2cnnn2)cc1)N1CCCC(Nc2ccc(F)c(F)c2)C1 (configuration not stated)	-2	0	6	-1	3	-1	7	3	-7
Cn1c2ccccc2n2c(=O)c(=O)n(CC(=O)N3CCCc4ccccc43)nc12	-3	-6	-5	-1	-3	x	x	x	-1
CCCc1c(O)c2ccccc2[nH]c1=O	1	8	1	-3	-1	-7	9	3	-2
CCSC1=C(C#N)C2(CCCC2)C(C#N)=C(N)N1	-6	-6	7	-5	-4	-7	1	-1	-6
COc1ccc(-c2nc3c(c(=O)[nH]c(=O)n3Cc3ccccc3)n2CCO)cc1	7	-1	1	-2	0	-1	13	8	5
COc1ccccc1-c1cc(C(=O)O)c2c(=O)n(C)c(=O)n(Cc3ccccc3)c2n1	2	-12	-1	0	-2	5	8	5	1
CC(C)c1ccc(NCCC(=O)c2ccc(Br)cc2)cc1	5	-5	1	-4	-7	-1	1	3	0
CC(N=Cc1c(O)c2ccccc2oc1=O)C(=O)O (configuration not stated)	-2	-3	3	-3	-9	1	0	-2	-3
Cc1ccc(/C=C2\C(=O)NC(=O)N2C)o1	2	23	2	5	0	10	4	-1	-2

Some of these compounds in order of heavy-atom count, highest first.
SMILES	GSTO1 counter	PREPL inh	pPAFAH FP inh	LYPLA1 inh	LYPLA2 counter	PAFAH2 FP inh	PAFAH1B3 FP inh	PAFAH1B2 inh	PAD4 inh
CN(Cc1ccc(Cl)cc1)C(=O)c1cc(S(=O)(=O)N2CCOCC2)ccc1N1CCCC1	-2	18	4	1	1	9	-4	-3	-2
COc1ccc(-c2nc3c(c(=O)[nH]c(=O)n3Cc3ccccc3)n2CCO)cc1	7	-1	1	-2	0	-1	13	8	5
Cc1ccccc1/C=C/c1nc2ccccc2c(=O)n1CCc1ccccc1	4	-2	-4	-5	-4	3	2	4	-7
OCCCc1nc2ccccc2n1CCCCOc1ccccc1	3	-11	8	0	2	4	0	3	-1
